uPA generation = qHTS for Inhibitors of Cell Surface uPA Generation; cell surface uPA generation assay, qHTS; Potency, µM (doses to about 38.3 µM), for inactives: at the highest dose activity change, negative = inhibition, hits mostly inhibitors; 0.31% of 330,000 active; AID 540303, 2011; active = well fitted inhibition curve with a large enough effect; inconclusive = small, poorly fitted or top-dose-only effect; inactive = no such curve, though single readings can be large or run the other way; tested in mouse RAW 264.7 cells; also: % is scaled to controls: 0 for no effect and ±100 for the full control effect; nearly all actives have a fitted effect of over 55% in size
BRCA1 expr act = qHTS Assay to Identify Small Molecule Activators of BRCA1 Expression; MCF7-BRCA1-FFLuc reporter, luminescence, 48 h; response scale: scaled: vehicle 0%, 10 µM genistein 100%; Potency, µM (series often up to 46.1 µM), without a hit: top-dose activation, hits mostly activators; 1.1% of 380,000 active; also: nearly all actives have a fitted effect of over 80% in size; some results filed as inactive show a strong effect at the top dose
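Luminescence from a BRCA1-driven firefly luciferase in MCF7 cells was read after 48 h compound exposure at 37 C. Data normalized against DMSO and a 10microM genistein activation control, then curve-fitted across the titration.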
CXXC DNA block = qHTS Fluorescence Polarization Assay for Inhibitors of MLL CXXC domain - DNA interaction; Histone-lysine N-methyltransferase 2A (Homo sapiens), Q03164; MLL-CXXC / FITC-HOXA9 DNA fluorescence polarization; Potency, µM (highest dose often 115 µM), for the others: at the highest dose activity change, negative = inhibition, usual class: inhibitors; 0.037% of 290,000 active; active = well fitted inhibition curve with a large enough effect in the polarisation, with a control signal flat, not every such curve was filed as active; inconclusive = small, poorly fitted or top-dose-only effect, or effect the other way, or a change in a side signal; inactive = no such curve, though single readings can be large or run the other way; the % refers to the polarisation
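Steps: dispense CXXC domain solution (7 uM) → pin compounds or unlabeled HOX-A9 DNA control → 5 min ambient → add FLSN-HOX-A9 solution (50 nM) → spin → 30 min ambient → fluorescence polarization. Tris pH 7.5/NaCl/DTT/BSA buffer.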
FLuc modulator = qHTS profiling assay for firefly luciferase inhibitor/activator using purifed enzyme and Km concentrations of substrates (counterscreen for miR-21 project) | Luciferin 4-monooxygenase (Photinus pyralis), P08659 | purified FLuc, Km substrates, luminescence inhibition | Potency, µM (titrated, usually from 57.5 µM), without a hit: at the highest dose activity change, negative = inhibition, most hits filed as inhibitors | 6.9% of 360,000 active | AID 588342, 2011;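 also: plate controls were vehicle for no effect and reference inhibitor for full effect; nearly all actives have a fitted effect of over 55% in size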
Target sequence (P08659 whole entry, looked up): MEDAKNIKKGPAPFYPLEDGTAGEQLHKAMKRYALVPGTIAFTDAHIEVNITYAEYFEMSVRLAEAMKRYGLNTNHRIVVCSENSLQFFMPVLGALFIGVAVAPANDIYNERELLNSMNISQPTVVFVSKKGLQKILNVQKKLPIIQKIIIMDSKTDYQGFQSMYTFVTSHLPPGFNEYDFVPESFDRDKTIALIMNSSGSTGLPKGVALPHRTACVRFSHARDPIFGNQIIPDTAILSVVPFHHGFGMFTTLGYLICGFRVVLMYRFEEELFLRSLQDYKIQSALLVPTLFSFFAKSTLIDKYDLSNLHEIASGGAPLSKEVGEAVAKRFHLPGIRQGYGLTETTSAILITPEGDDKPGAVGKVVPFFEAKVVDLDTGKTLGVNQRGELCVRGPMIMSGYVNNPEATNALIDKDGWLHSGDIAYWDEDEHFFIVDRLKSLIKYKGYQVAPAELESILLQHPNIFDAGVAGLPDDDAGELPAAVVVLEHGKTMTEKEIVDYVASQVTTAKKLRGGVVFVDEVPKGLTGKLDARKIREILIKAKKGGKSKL
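Purified P. pyralis luciferase (10nM final) with 10uM D-luciferin and 10uM ATP (Km levels) in 50mM Tris acetate pH 7.5, 10mM Mg acetate, 0.01% Tween-20, 0.05% BSA; qHTS 6-point titration, ~60 µM downward; luminescence read.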
RORgamma inh = qHTS for inhibitors of ROR gamma transcriptional activity | Nuclear receptor ROR-gamma (Mus musculus), P51450 | Drosophila S2 Gal4-RORgamma UAS-luciferase reporter, 20 h | Potency, µM (titrated, usually from 53.6 µM), for inactives: at the top dose activity change, negative = inhibition, hits mostly inhibitors | 5.4% of 310,000 active; also: % is scaled to controls: 0 for no effect and ±100 for the full control effect; nearly all actives have a fitted effect of over 60% in size
Target sequence (P51450 whole entry, looked up, the tested form may be a part): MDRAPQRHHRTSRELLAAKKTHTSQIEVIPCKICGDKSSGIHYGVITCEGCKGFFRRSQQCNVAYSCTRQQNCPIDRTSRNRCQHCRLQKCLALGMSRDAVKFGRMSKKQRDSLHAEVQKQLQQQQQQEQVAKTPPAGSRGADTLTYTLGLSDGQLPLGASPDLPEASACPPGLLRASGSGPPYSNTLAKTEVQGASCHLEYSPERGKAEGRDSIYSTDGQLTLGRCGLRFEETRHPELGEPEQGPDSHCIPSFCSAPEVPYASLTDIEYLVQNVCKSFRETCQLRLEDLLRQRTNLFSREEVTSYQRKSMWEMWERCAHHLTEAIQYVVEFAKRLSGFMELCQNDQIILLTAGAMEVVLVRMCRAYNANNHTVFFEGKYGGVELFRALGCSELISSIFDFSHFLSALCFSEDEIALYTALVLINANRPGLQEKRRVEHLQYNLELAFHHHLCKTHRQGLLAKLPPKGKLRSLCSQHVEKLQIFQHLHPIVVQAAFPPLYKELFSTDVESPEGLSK
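Using a luciferase readout, inhibitors were identified by reduced reporter activity in Drosophila cells coexpressing a copper-inducible Gal4–ROR gamma fusion and UAS-driven Photinus luciferase, incubated 20 hr after 700 uM copper sulfate.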
VP16 counter = VP16 counterscreen qHTS for inhibitors of ROR gamma transcriptional activity; 3.5% of 310,000 active; AID 2546, 2010; Drosophila S2 Gal4-VP16 UAS-luciferase, luminescence, 20 h; Potency, µM (titrated, usually from 53.6 µM), without a hit: top-dose activity, negative = inhibition, actives largely listed as inhibitors;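 also: Gal4-VP16 expression switched on by copper sulfate through the metallothionein promoter; % is scaled to controls: 0 for no effect and ±100 for the full control effect; nearly all actives have a fitted effect of over 50% in size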
* hit, by the source's call; ? = inconclusive; / = no result given; & = joins results of further samples. Unless noted, calls follow the shape of the dose curve; as a rule, active = well fitted curve in the direction sought with a large enough effect; inconclusive = small, poorly fitted or top-dose-only effect, or another doubt; inactive = no such curve, though single readings can be large; an effect the other way counts as inactive or inconclusive. Potency is read from the fitted curve at half-maximal effect. This is a subset, so the mix of outcomes need not match the whole.

Compound | uPA generation | BRCA1 expr act | CXXC DNA block | FLuc modulator | RORgamma inh | VP16 counter
Cc1ccc(NC(=O)c2ncn(CCCNCCCN(C)C)n2)cc1C | -2% | -2% | / | / | / | /
NC(=O)c1ncn([C@@H]2O[C@H](CN=C3NS(=O)(=O)c4ccccc43)[C@@H](O)[C@H]2O)n1 | 13% | 10% | / | / | / | /
c1ccc(C[n+]2ccc3ccccc3c2)cc1 | 2% | -33% | / | / | / | /
Cc1cc(Br)ccc1NC(=O)CN(C)C(=O)C1CCN(C(=O)c2ccc(Cl)cc2)CC1 | -13% | 7% | / | / | / | /
CCOc1ccc(NC(=O)N(O)C2(C#N)CCCCC2)cc1 | 1% | 4% | / | / | / | /
O=C(O)c1cn(-c2ccccc2)nc1-c1ccc(Cl)cc1 | 2% | 2% | / | / | / | /
CCSc1nc2nccnc2c(=O)[nH]1 | 1% | -5% | / | / | / | /
COc1cccc(C=NN2CCCCCC2)c1OC | -3% | 11µM* | / | / | / | /
O=C(O)c1ccc(C(=O)c2cc([N+](=O)[O-])cc([N+](=O)[O-])c2)cc1 | 2% | -24% | / | / | / | /
O=C1NC2CCCCC2C(=O)N1OS(=O)(=O)c1ccccc1 (configuration not stated) | -8% | -34% | / | / | / | /
CCCC(=O)Nc1sc(-c2ccccc2)c(-c2ccccc2)c1C(=O)O | 3% | -10% | / | / | / | /
CC(C)=CCc1c(O)cc(O)c2c(=O)c3c(CC=C(C)C)c(O)ccc3oc12 | ? | -68% | / | / | / | /
CC1=C(C(=O)OCc2ccccc2)C(c2ccc3c(c2)OCO3)NC(=O)N1CCCC(=O)O (configuration not stated) | 0% | 3% | / | / | / | /
Cc1ccccc1NC(=O)CCN1CCCCCC1 | 0% | -19% | / | / | / | /
CC1=C(c2ccccc2)C(O)(c2ccccc2)C(C)C1=O (configuration not stated) | -8% | -42% | / | / | / | /
N=C(N)SCCc1cccc(CCSC(=N)N)c1 | -13% | 0%&9% | 5% | / | / | /
COC(=O)C1=C[C@@H](C(=O)OC)[C@@H]2C3=C(C(=O)C2(C)C)[C@H](c2ccccc2)[C@@H]2C(=O)N(C)C(=O)[C@@H]2[C@@H]3C1 | -8% | 10% | / | / | 24% | -6%
CCCCC1CCCOC(C(=O)NCCNCCO)(C(F)(F)F)C1 (configuration not stated) | -4% | 6% | / | / | -36% | -5%
O=C(NCCNCCO)C1(C(F)(F)F)C/C(=C\Cc2ccccc2)CCCO1 (configuration not stated) | -10% | 2% | / | / | -2% | 10%
CCC1(CC)C(=O)C2=C3C1[C@H](C(=O)OC)C=C(C(=O)OC)C[C@H]3[C@H]1C(=O)N(CC(=O)OC)C(=O)[C@H]1[C@H]2C (some centres not stated) | 13% | 6% | / | / | 1% | -16%
COC(=O)C1=C[C@@H](C(=O)OC)C2C3=C(C(=O)C24CCCCC4)[C@H](C)n2c(=O)n(C)c(=O)n2[C@@H]3C1 (some centres not stated) | 3% | -9% | / | / | -16% | -3%
CC(=O)N1[C@H](C)C=C[C@]1(Cc1ccccc1)C(=O)NCCN1CCOCC1 | -5% | -18% | / | / | 8% | -15%
CC1(OC(=O)c2ccco2)C(=O)C=C2C=C(C3CC3)OC=C2C1=O (configuration not stated) | 3% | -20% | / | / | -14% | -5%
COC(=O)[C@@H]1CCCN1C(=O)[C@@H](NC(=O)OC(C)(C)C)C(C)C | 2% | 12% | / | / | 10% | 7%
COc1c2ccoc2cc2oc(C)cc(=O)c12 | 15% | -8% | / | / | 0% | 4%
CCC1(CC)C(=O)C2=C3C1[C@H](C(=O)OC)CC(C(=O)OC)C[C@H]3[C@H]1C(=O)N(c3ccccc3)C(=O)[C@H]1[C@H]2C (some centres not stated) | -1% | 0% | / | / | -1% | -4%
CCCC[C@@H]1CCCO[C@@](C(=O)NCc2ccc(C)o2)(C(F)(F)F)C1 | 3% | -6% | / | / | -7% | 5%
C[C@@H]1[C@@H](Sc2ccccc2)CC(=O)O[C@@H]1c1ccc(-c2ccccc2)cc1 | ? | -39% | / | / | -42% | -29%
COc1ccc2[nH]c3c(c2c1)CCNC3=O | -21% | -16% | / | / | 13% | -7%
COC(=O)N1[C@H](C)C=C[C@]1(Cc1ccccc1)C(=O)NCCCNc1ncc(C(F)(F)F)cc1Cl | 14% | -10% | / | / | 10% | -4%
OCCc1ccccc1 | 12% | 18% | / | / | 22% | -1%
CCCCOCCO | 0% | 0% | / | / | 16%&-5% | 1%&2%
C=C1CC2C(=O)N(Cc3cc(OC)ccc3OC)C(C(=O)OCC)(C(=O)OCC)C1N2C(=O)OC(C)(C)C (configuration not stated) | 7% | 0% | / | / | 15% | 2%
CCCC[C@@H]1CCCO[C@@](C(=O)NCc2ccccn2)(C(F)(F)F)C1 | 12% | -1% | / | / | -19% | -7%
CCOC(=O)c1c(C)cc(O)cc1O | -9% | 18% | / | / | 22% | 0%
CC1=C[C@@H](C)[C@@H](c2ccccc2)OC1=O | -24% | 6% | / | / | -40% | -2%
Cc1cc(=O)oc2c(O)c(O)ccc12 | ? | -3% | / | / | ? | -13%
C/C=C1\COC(C(=O)NCCN2CCCC2)(C(F)(F)F)C=C1C=C1CCCCC1 (configuration not stated) | -17% | -44% | / | / | -18% | -2%
Cc1ccccc1C(N)=O | 10% | 5% | / | / | -4% | 6%
C/C(=C\C1CCCCC1)C(NC(=O)c1ccc(C(F)(F)F)cc1)c1ccc(-c2ccccc2)cc1 (configuration not stated) | 22% | 5% | / | / | -1% | -8%

2 entries from above, as labelled records:
compound: OCCc1ccccc1
  uPA generation: 12%	BRCA1 expr act: 18%	CXXC DNA block: /	FLuc modulator: /	RORgamma inh: 22%	VP16 counter: -1%
compound: CCCCOCCO
  uPA generation: 0%	BRCA1 expr act: 0%	CXXC DNA block: /	FLuc modulator: /	RORgamma inh: 16%&-5%	VP16 counter: 1%&2%

Next compounds:
Compound | uPA generation | BRCA1 expr act | CXXC DNA block | FLuc modulator | RORgamma inh | VP16 counter
C/C=C1\COC(C(=O)NCc2ccncc2)(C(F)(F)F)C=C1C=C1CCCCC1 (configuration not stated) | 0% | 20% | / | / | 16µM* | ?
C/C=C1\COC(C(=O)NCc2cccc(OC)c2OC)(C(F)(F)F)C=C1C=C1CCCCC1 (configuration not stated) | 9% | 10% | / | / | ? | 2%
CCC[C@@H]1CCCO[C@@](C(=O)NCc2ccc(S(C)(=O)=O)cc2)(C(F)(F)F)C1 | 4% | 10% | / | / | ? | -11%
COc1ccc(-c2cc(=O)c3c(O)c(OC)c(OC)c(OC)c3o2)cc1 | -1% | -50% | / | / | -20% | 8%
Nc1ccc2cc3ccccc3cc2c1 | -2% | ? | / | / | 0% | 1%
COC1C(O)C(O)C(O)C(O)C1O (configuration not stated) | 8% | 0% | / | / | 3% | -13%
CN(C)c1ccc(Cc2ccc(N(C)C)cc2)cc1 | -16% | -1% | / | / | 0% | 18%
CCCC[C@@H]1CCCO[C@@](C(=O)NCc2cc(C)n(C)n2)(C(F)(F)F)C1 | 18% | 0% | / | / | 6% | -9%
CCc1ccc(NC(=O)CSc2nccn2-c2cccc(C)c2C)cc1 | / | 16% | / | ? | / | /
COc1ccc(NC(=O)Cn2c(=O)n(Cc3ccccc3Cl)c(=O)c3cc(OC)c(OC)cc32)cc1 | / | -14% | / | 2% | / | /
O=C(c1ccc2c(c1)N(Cc1ccccc1F)C(=O)c1ccccc1S2(=O)=O)N1CCc2ccccc21 | / | 8% | / | 1% | / | /
COCCCNC(=O)CCn1c(=O)c2ccccc2n(CC(=O)Nc2cc(Cl)ccc2OC)c1=O | / | -5% | / | -4% | / | /
Cc1ccccc1NC(=O)c1cc2sccc2n1Cc1ccc(F)cc1 | / | 3% | / | -7% | / | /
CC(=O)Nc1ccc(NC(=O)c2c(C)nn(-c3ccccc3)c2-n2cccc2)cc1 | / | 22% | / | -18% | / | /
COc1ccc(-c2nc3c(c(SCC(=O)Nc4ccc(C(=O)O)cc4)n2)Cc2ccccc2O3)cc1 | / | 0% | / | ? | / | /
CCN1C(=O)c2ccccc2S(=O)c2ccc(C(=O)NCc3ccccc3OC)cc21 (configuration not stated) | / | -14% | / | 0% | / | /
CN(Cc1ccccc1)C(=O)C1CCC(CNS(=O)(=O)c2ccc3c(c2)CCCC(=O)N3)CC1 (configuration not stated) | / | -3% | / | -3% | / | /
CC(=O)c1ccc(NC(=O)CCCc2nc(-c3cccc(C)c3)no2)cc1 | / | 0% | / | ? | / | /
COc1cc(C(=O)Nc2ccc(OCc3cc(=O)n4cc(C)sc4n3)cc2)cc(OC)c1OC | / | 5% | / | -2% | / | /
Cc1cc(C)c2oc(-c3cccc(NC(=O)c4ccc(-c5cccc([N+](=O)[O-])c5)o4)c3)nc2c1 | / | 3% | / | -13% | / | /

Fetched by compound from the entries so far:
Compound | uPA generation | BRCA1 expr act | CXXC DNA block | FLuc modulator | RORgamma inh | VP16 counter
COc1ccc(-c2cc(=O)c3c(O)c(OC)c(OC)c(OC)c3o2)cc1 | -1% | -50% | / | / | -20% | 8%
COc1cc(C(=O)Nc2ccc(OCc3cc(=O)n4cc(C)sc4n3)cc2)cc(OC)c1OC | / | 5% | / | -2% | / | /

Next part.
Compound | uPA generation | BRCA1 expr act | CXXC DNA block | FLuc modulator | RORgamma inh | VP16 counter
COc1ccc(-n2c(-c3ccc(F)cc3)cn3c4c(=O)n(C)c(=O)n(C)c4nc23)cc1 | / | 23% | / | -1% | / | /
CCn1c(=O)sc2cc(NS(=O)(=O)c3ccc(C)cc3)ccc21 | / | -37% | / | -20% | / | /
COc1ccc(C(=O)OCc2cc(=O)n3nc(-c4cccs4)sc3n2)cc1 | / | 0% | / | -1% | / | /
COc1ccc(CCNC(=O)CCn2c(=O)c3ccccc3n(Cc3ccccc3F)c2=O)cc1OC | / | 9% | / | -4% | / | /
CCn1c(CNC(=O)C23CC4CC(CC(C4)C2)C3)nnc1SCC(=O)Nc1ccc(OC)cc1 | / | 22% | / | 3% | / | /
Cc1ccc(-n2ncc(C(=O)N3CCN(c4cccc(C)c4C)CC3)c2C2CCNCC2)c(C)c1 | / | -14% | / | 1% | / | /
CCCCn1c(=O)n(-c2ccc(Br)cc2F)c(=O)c2c3c(sc21)CN(C(C)=O)CC3 | / | 0% | / | 1% | / | /
CCOc1ccc(CNC(=O)COc2cc(=O)n(C)c3ccccc23)cc1 | / | 0% | / | -6% | / | /
COc1ccc2ncc3c(-c4ccccc4)nn(-c4ccc(C)c(C)c4)c3c2c1 | / | 9% | / | -8% | / | /
COc1ccc(-n2c(SCC(=O)c3ccc(Cl)cc3)nc3c([nH]c4ccccc43)c2=O)cc1 | / | 3% | / | -3% | / | /

Screening data deposited in PubChem by National Center for Advancing Translational Sciences (NCATS).
